PfHsp90 yeast 2 – reduces growth (ATP signal) of yeast expressing P. falciparum Hsp90; S. cerevisiae expressing PfHsp90, BacTiter-Glo ATP, 48 h; yeast lacking PDR1 and PDR3 efflux regulators; inhibition, % at 9.4 µM; 310,000 compounds, 0.32% hits; AID 504621;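 active = every replicate shows inhibition above about 80%, whatever the replicate mean, limit read from the data; inconclusive = mean inhibition reaches the set limit but some replicate falls short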;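 note: 0% = DMSO neutral controls and 100% = 20 µM radicicol positive controls; yeast relying on Plasmodium falciparum Hsp90 in place of its own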
SUMO Mot1 rescue – inhibitors of SUMOylation pathway: yeast Mot1-301 growth rescue. S. cerevisiae Mot1-301 growth rescue, ATP luminescence, 38.5C; percent above DMSO median, 100 means doubled. growth rescue, % at 18.8 µM. 320,000 compounds, 1% hits. AID 2716;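 active = every valid replicate shows activation above 250% relative to neutral control wells; inactive = the rest, any valid replicate at or below 250%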;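 note: OY570 slx delta 5 strain wells were the positive control but not used for scaling; some compounds called inactive have numbers as strong as hits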
Rtt109 HAT inh – inhibitors of Candida albicans Rtt109/Vps75 histone acetyltransferase | Q5AAJ8 | purified Rtt109/Vps75, ThioGlo CoA-SH fluorescence, 4 h | inhibition, % at 34.9 µM | 330,000 compounds, 0.16% hits | AID 540336;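 active = inhibition of at least 50% in every replicate; inconclusive = best replicate reaches 50% inhibition but some replicates fall short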
Target sequence (Q5AAJ8 whole entry, looked up): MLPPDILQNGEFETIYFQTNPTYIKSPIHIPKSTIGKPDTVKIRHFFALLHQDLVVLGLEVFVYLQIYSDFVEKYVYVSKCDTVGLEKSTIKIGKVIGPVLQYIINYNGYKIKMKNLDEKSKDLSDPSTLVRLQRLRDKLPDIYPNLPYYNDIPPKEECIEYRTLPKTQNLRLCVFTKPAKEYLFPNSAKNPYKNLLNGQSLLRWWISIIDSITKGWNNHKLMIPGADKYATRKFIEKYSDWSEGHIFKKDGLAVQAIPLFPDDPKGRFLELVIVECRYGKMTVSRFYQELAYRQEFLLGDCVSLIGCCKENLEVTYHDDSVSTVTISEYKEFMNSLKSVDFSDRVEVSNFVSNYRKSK
dFosB act – mouse delta FosB homodimer activation; P13346; purified delta FosB, TAMRA-CDK5 oligo fluorescence polarization; percent of positive-control signal above neutral wells; activation, % at 25 µM; 340,000 compounds, 0.99% hits; AID 493131;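 active = mean activation above about 17%, with every replicate also reaching it, limit read from the data, passing the limit was not always enough; inconclusive = only one of the two conditions met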;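 note: fluorescence polarization rise as delta FosB binds a TAMRA Cdk5 AP-1 oligo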
RTF Ca sens act – increases calcium sensitivity of human cardiac regulated thin filaments; activation, % at 7.2 µM; AID 493008; IANBD-labeled TnC RTF fluorescence at EC20 calcium; 0% EC20 calcium, 100% full calcium; 340,000 compounds, 0.24% hits;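 active = activation above the mean over all tested compounds plus 3 SD, cut at about 30% in these data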;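 note: rise in fluorescence read as greater calcium sensitivity of cardiac thin filaments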
PvdQ acylase – blocks Pseudomonas aeruginosa PvdQ acylase activity; 340,000 compounds, 0.063% hits; inhibition, % at 10 µM; purified PvdQ acylase, fluorescence plate reader; in the data active = inhibition above about 30%, passing the limit was not always enough; inconclusive = no clear call, values can overlap the other calls;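 note: 0% = vehicle neutral wells and 100% = reference inhibitor wells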
Cardiac RTF inh – cardiac RTF calcium desensitization; IANBD-labeled cardiac RTF, Ca2+ fluorescence; inhibition, % at 7.15 µM; 340,000 compounds, 0.12% hits; AID 493244;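 active = inhibition above the mean inhibition of all tested compounds plus 3 SD, cut at about 17% in these data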;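 note: assay run at fixed EC70 calcium of 1.6 mM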
Keap1-Nrf2 PPI – disrupts human Keap1 binding to Nrf2 peptide | Q14145 | Keap1 Kelch-Nrf2 peptide fluorescence polarization, 1536-well | inhibition, % at 9.4 µM | 340,000 compounds, 0.15% hits | AID 504523; in the data active = inhibition above about 12%; inconclusive = no clear call, values can overlap the other calls; inactive = below about 7.3%;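 note: human Keap1 Kelch domain with fluorescein labeled Nrf2 9mer peptide probe; 0% = neutral control wells and 100% = peptide positive control; higher means more block of Keap1 binding to Nrf2 peptide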
CDK5 inh – inhibitors of human CDK5/p35 kinase; Q00535+Q15078; Recombinant CDK5/p35, ADP-Glo luminescence, 60 min; inhibition, % at 10 µM; 330,000 compounds, 0.01% hits; AID 488839;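 active = highest replicate inhibition of at least 50% and at least 75% of replicates reaching 50%; inconclusive = only one of the two criteria met; inactive = both criteria failed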;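 note: plate controls were DMSO neutral control for no effect and GW8510 at 10 µM for full effect; many of its hits are not listed in these tables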
Target sequence (Q00535 whole entry, looked up): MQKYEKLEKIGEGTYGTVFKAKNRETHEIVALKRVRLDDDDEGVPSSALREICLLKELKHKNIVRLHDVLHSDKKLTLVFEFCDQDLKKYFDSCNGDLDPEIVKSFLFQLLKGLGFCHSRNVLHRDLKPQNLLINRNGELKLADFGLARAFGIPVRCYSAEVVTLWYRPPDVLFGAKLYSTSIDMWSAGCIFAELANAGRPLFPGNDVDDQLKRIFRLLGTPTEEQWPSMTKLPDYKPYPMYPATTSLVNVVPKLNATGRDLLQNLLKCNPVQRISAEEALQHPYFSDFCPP
Target sequence (Q15078 whole entry, looked up): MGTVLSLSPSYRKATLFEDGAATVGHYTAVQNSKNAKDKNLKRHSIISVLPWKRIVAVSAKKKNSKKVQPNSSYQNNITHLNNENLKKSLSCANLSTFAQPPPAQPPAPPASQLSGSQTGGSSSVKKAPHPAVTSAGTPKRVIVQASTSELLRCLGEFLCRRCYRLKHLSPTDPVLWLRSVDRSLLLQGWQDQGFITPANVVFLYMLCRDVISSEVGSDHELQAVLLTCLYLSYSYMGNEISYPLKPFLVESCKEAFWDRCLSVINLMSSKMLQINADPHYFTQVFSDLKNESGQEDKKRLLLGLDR
LANA DNA inh – inhibitors of KSHV LANA C-terminal domain DNA binding; MBP-C-LANA/FAM-LBS DNA binding, fluorescence polarization; 340,000 compounds, 0.078% hits; inhibition, % at 9 µM; AID 504423;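 active = highest replicate inhibition at or above 60% at 9 µM, even if other replicates fall short; inactive = all replicates below 60% inhibition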;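 note: 0% = neutral control wells and 100% = 4 µM acridine orange control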
NSD2 inh – NSD2 (human) methyltransferase inhibition. O96028. NSD2 peptide methylation, AlphaScreen, 120 min. inhibition, % at 12.5 µM. 310,000 compounds, 0.54% hits. AID 743445; in the data active = inhibition above about 50%
* hit, by the source's call; ? = inconclusive; / = not tested or not shown.

SMILES | PfHsp90 yeast 2 | SUMO Mot1 rescue | Rtt109 HAT inh | dFosB act | RTF Ca sens act | PvdQ acylase | Cardiac RTF inh | Keap1-Nrf2 PPI | CDK5 inh | LANA DNA inh | NSD2 inh
CCCCNC(=O)NNC(=O)c1ccoc1C | 21 | 12 | 4 | 3 | 0 | -6 | -3 | -4 | 0.0 | 0.0 | -1
COc1ccc(C)cc1-n1nnnc1SCc1nc2ccccc2c(=O)[nH]1 | -1 | -6 | -4 | -2 | 0 | -3 | -7 | -1 | 1.0 | 1.4 | -2
CN(C)S(=O)(=O)c1cc(NC(=O)c2cc(=O)c3ccccc3o2)ccc1Cl | -22 | -11 | 14 | -1 | -2 | -4 | 3 | -2 | 0.5 | 0.5 | 1
Cc1ccc(N2C(=O)C3C4C=CC(CNC(=S)Nc5ccc(F)cc5)(O4)C3C2=O)cc1 (centres undefined) | 103* | 11 | 4 | -2 | -4 | -3 | -5 | -1 | -1.5 | 1.3 | 0
Cc1ccn(C(=O)c2ccc(NC(=O)C3CCCCC3)cc2)n1 | -4 | 1 | -15 | -8 | 1 | 5 | -2 | 1 | 1.5 | 16 | 24
CCN(C(=O)Cc1cccs1)c1nnc(-c2cc(OC)c(OC)c(OC)c2)s1 | -16 | -1 | -3 | -3 | 0 | -5 | 0 | 2 | 0.0 | -0.5 | 3
CN(C)S(=O)(=O)N1CCN(CC(=O)Nc2ccc(Br)cc2)CC1 | 23 | -3 | -12 | 4 | 7 | -10 | -8 | -3 | -5.0 | 0.2 | 0
COc1c(Cl)cnn(-c2ccccc2)c1=O | 15 | 9 | -2 | 1 | 11 | 2 | -2 | -2 | -1.0 | 2.2 | -1
COc1ccc(NC(C)=O)cc1S(=O)(=O)Nc1ccccc1C(=O)NCCc1ccccc1 | -4 | 0 | 5 | -13 | -2 | -12 | -7 | 0 | 1.0 | 0.2 | /
CN(c1ccc(Br)cc1)S(=O)(=O)c1ccc2[nH]cc(C(=O)NCCN3CCOCC3)c(=O)c2c1 | 19 | 222 | -7 | -7 | 1 | -19 | -4 | -6 | -0.7 | -0.2 | -4
CSc1nc(N)nc(-c2cccs2)c1C#N | -28 | -8 | 3 | -31 | -6 | -2 | -3 | -3 | -0.1 | 0.7 | -2
Cc1ccc(F)cc1NCC(=O)Nc1ccc(Cl)cc1F | 3 | 4 | -4 | -3 | -2 | 7 | 8 | 0 | -1.1 | 0.9 | -9
COc1ccc(NC(=O)Cn2c(=O)n(CC(=O)NCc3ccco3)c(=O)c3ccccc32)cc1 | 1 | -16 | -3 | 4 | 1 | 5 | 11 | 0 | -1.4 | 0.5 | -2
O=C(CSc1nc2ccccc2[nH]1)N1CCCCC1 | 4 | -8 | -9 | 5 | 10 | -17 | -14 | -6 | 7.3 | 0.5 | -1
COc1ccccc1CNC(=O)CSc1ncc(C(=O)Nc2ccccc2)c(=O)n1C | -11 | -11 | -9 | -11 | -3 | -2 | -9 | 4 | 0.1 | 0.7 | 0
O=c1[nH]cnc2c1sc1nc3c(c(-c4ccc(Cl)cc4)c12)CCC3 | -31 | -15 | -3 | -23 | 0 | -14 | 2 | 2 | -0.9 | -0.6 | -1
Cc1ccc(N(Cc2ccco2)C(=O)c2cccc(S(=O)(=O)N(C)C)c2)cc1 | -21 | -8 | 3 | 6 | -5 | -18 | -3 | -1 | -0.3 | 0.2 | 3
O=S(=O)(NCc1ccc(F)cc1)c1cc(Br)ccc1Br | -16 | -14 | -1 | -2 | 0 | -12 | -1 | -2 | -1.5 | 0.8 | /
COc1cccc(CNC(=O)COC(=O)c2cc(Br)c(Br)s2)c1 | -4 | 9 | 2 | 8 | 2 | -11 | -5 | -1 | -1.3 | -0.4 | 2
C[C@]12c3[nH]c4cc(-c5ccco5)ccc4c3CCN1C(=O)[C@@H](CC(=O)NCCCn1ccnc1)C[C@@H]2C(=O)N1CCOCC1 | -7 | / | 5 | 6 | -3 | -3 | -5 | -2 | 0.5 | -1.4 | /
COc1ccc(Oc2nnc(-c3ccccc3)cc2C#N)cc1 | 1 | -9 | 0 | -6 | -5 | 11 | -1 | ? | 0.8 | -1.4 | 1
COC(=O)[C@H](CCSC)NC(=O)c1cc2c(cn1)[nH]c1ccccc12 | 10 | 13 | 1 | 0 | 0 | -20 | -5 | -7 | -0.2 | -1.3 | 1
COc1ccc(N(C(=O)CNC(=O)c2ccco2)C(C(=O)NCC2CCCO2)c2ccccc2)cc1OC (centres undefined) | 1 | -33 | -1 | -10 | 0 | 11 | 0 | -3 | 0.4 | -3.4 | -1
O=C1CC(N2CCN(C/C=C/c3ccccc3)CC2)C(=O)N1Cc1cccs1 (centres undefined) | -1 | 17 | -8 | -14 | -2 | -14 | -2 | -4 | -0.5 | -0.9 | /
Cc1ccc2nc3c(nc2c1C)CCCC3 | -22 | 37 | 0 | 2 | 2 | -7 | -3 | -3 | -1.4 | 0.4 | 3
CCN(C(=O)c1cc(Cl)ccc1OC)c1ccccc1 | / | -10 | / | -4 | -1 | -1 | -13 | 6 | -0.5 | 2.6 | -2
CCOc1ccc(N(CC(=O)Nc2cccc(OC)c2)S(=O)(=O)c2c(C)noc2C)cc1 | 26 | 5 | 9 | -8 | 1 | -4 | -3 | -2 | -0.2 | 0.4 | /
O=S(=O)(c1cccc(F)c1)N1CCN(c2ncnc3scc(-c4ccc(F)cc4)c23)CC1 | / | 0 | -3 | -8 | -12 | 0 | -15 | -4 | 1.1 | 1.7 | -1
O=C(c1ccco1)N1CCN(c2nc(-c3ccc(F)cc3)cs2)CC1 | 4 | / | 3 | -3 | -11 | 1 | 4 | 2 | 0.7 | -3.8 | -1
COC(=O)c1ccc(OCc2cc(=O)n3ccsc3n2)cc1 | 6 | -11 | -2 | 0 | 6 | 3 | -8 | -5 | 1.5 | -2.3 | 0
CC(=O)Nc1ccc(S(=O)(=O)N(C)CC(=O)OC(C)C(=O)N(C)C2CCCCC2)cc1 (centres undefined) | 8 | -2 | 5 | 1 | -2 | -3 | 2 | 0 | -1.1 | 0.0 | -3
Cc1ccc(/C=N/NC(=O)Cn2nc(C)c(Br)c2C)o1 | -5 | 0 | 3 | -4 | 1 | -1 | 0 | -3 | 0.4 | 1.5 | 0
CN(C)c1ccc(CNC(=O)CCS(=O)(=O)c2ccc3c(c2)oc(=O)n3C)cc1 | 15 | 13 | -10 | -2 | -1 | -12 | 0 | -3 | -0.3 | -2.1 | /
CCC(=O)N(Cc1ccco1)Cc1cc2cccc(C)c2n2nnnc12 | -15 | -10 | 0 | 0 | 3 | 2 | 3 | 0 | 0.4 | -1.5 | 2
Cc1ccccc1CNC(=O)C(=O)NCC1OCCCN1S(=O)(=O)c1cccs1 (centres undefined) | -4 | -16 | -2 | -4 | 4 | -4 | -1 | 0 | -2.3 | -0.1 | 0
O=C(NCc1ccco1)C1CCN(S(=O)(=O)c2ccccc2C(F)(F)F)CC1 | 25 | -4 | -18 | 0 | 5 | -6 | -12 | -4 | -0.3 | 0.1 | /
CCN1CCN(CCOc2ccc(Cl)cc2)CC1 | 9 | 289 | 3 | 1 | -3 | 2 | 3 | 3 | 0.9 | -0.4 | -3
CCOc1ccccc1CNc1ccc(O)cc1 | -11 | / | -11 | -16 | -3 | -6 | 0 | / | -0.9 | / | /
CN(C)S(=O)(=O)c1ccc(Cl)c(C(=O)NNC(=O)Cc2nc3ccccc3n2C)c1 | 16 | -12 | -2 | -8 | 0 | -1 | -9 | -2 | 0.2 | 0.1 | -1
CCOC(=O)C1CCCN(CCC(=O)Nc2cc(C)cc(C)c2)C1 (centres undefined) | -1 | -16 | -2 | 1 | -5 | 6 | -1 | -1 | -4.3 | -0.3 | -2
COc1ccccc1C(OC(=O)c1ccco1)C(=O)NC(C)(C)C (centres undefined) | -8 | 267 | 1 | -1 | -4 | -1 | -5 | 4 | 0.0 | 1.9 | 0
[O-]/C(=C(\C(=S)Nc1ccc(SC(F)F)cc1)[n+]1ccccc1)c1ccc(Cl)cc1Cl | 4 | -16 | -2 | -10 | -3 | -3 | 5 | -3 | -1.2 | -0.3 | 3
COc1ccc(C2=NOC(Cn3nc(-c4ccccc4)cc3C(=O)NCc3cccc(C(F)(F)F)c3)C2)cc1 (centres undefined) | 1 | -2 | 1 | -2 | 4 | -8 | -10 | -7 | -1.1 | 1.8 | /
CC(=O)Nc1cccc(OCC(=O)NC(C)c2ccc3ccccc3c2)c1 (centres undefined) | -11 | 228 | 0 | -11 | -7 | -2 | -8 | 0 | -0.3 | 0.0 | 0
Cc1oc(-c2ccccc2)nc1CS(=O)CC(=O)NC1CCCC1 (centres undefined) | 3 | -18 | -2 | -3 | 1 | -9 | 1 | -2 | 0.8 | -1.1 | /
COc1ccc(C(=O)NC2CCSc3ccccc32)cc1 (centres undefined) | 8 | 3 | 1 | -2 | -5 | 8 | 4 | 2 | -1.1 | -0.4 | -2
CC1CCCCC1NC(=O)CSc1nnc(COc2ccccc2Cl)o1 (centres undefined) | -1 | 7 | 0 | -1 | 0 | -9 | 3 | 4 | -0.5 | -1.8 | -3
COc1ccc(N2CCN(CCCNC(=O)CN3CCN(Cc4ccccc4C)C3=O)CC2)cc1 | 9 | / | 6 | -1 | 8 | -9 | -1 | -2 | 2.5 | -0.2 | 19
Cc1cc(NC(=O)c2cccs2)n(-c2ccccc2)n1 | / | / | -15 | -3 | -2 | 3 | -2 | -4 | 2.8 | -2.1 | 1
OCCNCc1cc(Br)ccc1OCc1ccccc1Cl | -3 | -20 | 0 | -5 | 0 | -10 | 9 | 2 | 0.4 | 0.8 | 2

Other records follow.
SMILES | PfHsp90 yeast 2 | SUMO Mot1 rescue | Rtt109 HAT inh | dFosB act | RTF Ca sens act | PvdQ acylase | Cardiac RTF inh | Keap1-Nrf2 PPI | CDK5 inh | LANA DNA inh | NSD2 inh
O=C(COC(=O)c1cc(Cl)ccc1O)NCC1CCCO1 (centres undefined) | 20 | -4 | 2 | -6 | 1 | -4 | 12 | -3 | -0.6 | -0.8 | -2
O=C(Nc1ccnn1C1CCN(Cc2cccc(F)c2F)CC1)C1CCCC1 | -5 | -6 | -12 | -19 | -1 | -4 | -11 | 0 | 0.0 | 1.5 | -1
CS(=O)(=O)Nc1ccc2c(c1)ncn2CCc1ccccc1 | -12 | -3 | 9 | 3 | 5 | 3 | -9 | 0 | 0.8 | 0.0 | -1
CSc1ncccc1C(=O)Nc1nccs1 | -17 | 46 | -2 | 5 | -1 | -8 | -10 | 4 | 1.7 | -0.5 | 3
COc1ccc(C(=O)NC(CO)c2nnc(SCc3ccc(Cl)c(Cl)c3)n2C)cc1 (centres undefined) | -19 | 16 | -2 | -11 | 7 | -4 | 7 | 0 | -0.7 | 0.4 | 0
